Granule exo inh – blocks lytic granule exocytosis. TALL-104 LAMP-1 surface exposure, flow cytometry; cells stimulated with thapsigargin and PMA. inhibition, % at 10 µM. 0.66% of 360,000 active. AID 651702;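 active = inhibition above about 55%, limit read from the data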
COUP-TFII inh – blocks human COUP-TFII nuclear receptor. HEK293T NGFI-A luciferase reporter, luminescence. inhibition, % at 8.6 µM. 0.7% of 370,000 active. AID 686940;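 active = inhibition above a per-plate cutoff, mean inhibition of test wells between control levels plus 3 SD, cut at about 38% in these data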;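 note: cells cotransfected with COUP-TFII expression vector driving the NGFI-A reporter; 0% = median of COUP-TF2 test wells and 100% = reporter-only cells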
NCOA1 inh – human NCOA1 inhibition | HEK293 GAL4-SRC1 luciferase reporter, luminescence | inhibition, % at 3.6 µM | 0.12% of 360,000 active | AID 588354;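 active = inhibition above the campaign mean plus 3 SD, with each screening campaign given its own cutoff, cut at about 60% in these data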;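 note: 0% = DMSO treated cells and 100% = gossypol at 36 µM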
NCOA2 inhibitor – inhibits human steroid receptor coactivator 2; Q15596; 0.17% of 370,000 active; HEK293 GAL4-SRC2 luciferase reporter, luminescence; inhibition, % at 9 µM;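 active = inhibition above the mean inhibition of all tested compounds plus 3 SD, set per campaign, cut at about 52% in these data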;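 note: 0% = DMSO treated cells and 100% = cells given Gossypol at 36 µM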
ABHD5-PLIN5 inh – blocks binding of human ABHD5 to perilipin-5. Q00G26+Q8WTS1. Split G. princeps luciferase complementation, luminescence, 4 h. inhibition, % at 4 µM. 0.78% of 360,000 active. AID 602281;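 active = inhibition above the mean inhibition across every tested compound plus 3 SD, cut at about 22% in these data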;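 note: 0% = DMSO only wells and the 100% control is not disclosed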
TWEAK-Fn14 inh – blocks TWEAK-Fn14 interaction in a reporter cell assay; TWEAK-stimulated Fn14 reporter cells, luciferase luminescence, 8 h; inhibition, % at 10 µM; 2% of 360,000 active; AID 1159606; in the data active = inhibition above about 50%
SRC3 inh – human NCOA3 inhibition. Q9Y6Q9. HEK293 GAL4-SRC3 luciferase reporter, luminescence. inhibition, % at 3.6 µM. 0.17% of 360,000 active. AID 588352;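 active = inhibition above a per-campaign cutoff, the mean of all compounds plus 3 SD, cut at about 60% in these data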;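 note: 0% = DMSO-treated cells and 100% = gossypol-treated cells at 36 µM; higher means less SRC3-driven luciferase light from the GAL4 reporter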
TROY NFkB inh – blocks TROY-dependent signaling in reporter cells. Q293 LMP1-TROYcd NF-kB luciferase reporter, 4 h. AID 1347056. 0.98% of 360,000 active. inhibition, % at 10 µM;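 active = compounds whose plate-normalised and pattern-corrected inhibition of the luciferase reporter signal at the single screening dose is 50% or more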
TLR9-MyD88 inh – blocks human TLR9 binding to MyD88; 0.21% of 340,000 active; AID 504734; CHO BLA complementation TLR9-MyD88, CCF4 FRET ratio; Q9NR96+Q99836; inhibition, % at 4.98 µM;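 active = inhibition above the mean over all tested compounds plus 3 SD, cut at about 21% in these data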;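 note: 0% = DMSO only wells and 100% = clavulanate BLA inhibitor control wells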
NR5A2 inv ag – NR5A2 inverse agonism in reporter assay. HEK293T StAR-luciferase reporter, LRH-1 transfected, 24 h. inhibition, % at 3.6 µM. 0.13% of 360,000 active;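 active = inhibition above the mean inhibition of all tested compounds plus 3 SD, cut at about 73% in these data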;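 note: 0% = DMSO wells and 100% = reporter-only cells lacking LRH-1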
Target sequence (O00482 whole entry, looked up): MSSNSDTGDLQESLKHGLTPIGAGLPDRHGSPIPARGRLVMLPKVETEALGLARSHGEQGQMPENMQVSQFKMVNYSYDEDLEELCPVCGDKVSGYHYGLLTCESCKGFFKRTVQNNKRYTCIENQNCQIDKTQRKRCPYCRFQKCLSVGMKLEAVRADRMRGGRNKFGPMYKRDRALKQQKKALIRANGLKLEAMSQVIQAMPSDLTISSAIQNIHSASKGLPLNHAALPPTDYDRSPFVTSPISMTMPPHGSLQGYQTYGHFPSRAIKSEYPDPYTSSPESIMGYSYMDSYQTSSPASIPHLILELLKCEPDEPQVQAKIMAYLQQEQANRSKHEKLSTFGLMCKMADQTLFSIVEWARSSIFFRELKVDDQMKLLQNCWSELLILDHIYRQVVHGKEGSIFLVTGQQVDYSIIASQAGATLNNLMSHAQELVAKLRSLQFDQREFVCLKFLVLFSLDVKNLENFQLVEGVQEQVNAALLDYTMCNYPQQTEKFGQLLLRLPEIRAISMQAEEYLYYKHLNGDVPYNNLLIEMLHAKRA
NOD2-RIPK2 inh – NOD2-RIPK2 protein interaction inhibition; CHO BLA complementation NOD2-RIPK2, CCF4 ratio; 0.38% of 360,000 active; inhibition, % at 4.98 µM; O43353; in the data active = inhibition above about 21%;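 note: 0% = vehicle only and 100% = reference blocker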
Target sequence (O43353 whole entry, looked up): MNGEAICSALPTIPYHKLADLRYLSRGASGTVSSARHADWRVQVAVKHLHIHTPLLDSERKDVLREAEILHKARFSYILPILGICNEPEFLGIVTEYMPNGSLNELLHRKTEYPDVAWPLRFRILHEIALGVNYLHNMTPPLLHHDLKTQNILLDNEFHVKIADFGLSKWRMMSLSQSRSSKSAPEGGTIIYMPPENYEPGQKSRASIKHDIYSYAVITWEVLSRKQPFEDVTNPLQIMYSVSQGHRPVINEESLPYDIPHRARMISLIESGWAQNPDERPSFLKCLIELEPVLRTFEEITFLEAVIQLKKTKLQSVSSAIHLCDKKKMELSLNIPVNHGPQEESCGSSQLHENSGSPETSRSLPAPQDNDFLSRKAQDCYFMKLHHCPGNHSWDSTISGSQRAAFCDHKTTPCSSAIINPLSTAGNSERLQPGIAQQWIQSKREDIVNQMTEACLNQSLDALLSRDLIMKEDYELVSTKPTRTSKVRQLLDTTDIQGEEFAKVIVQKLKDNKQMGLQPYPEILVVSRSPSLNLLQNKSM
* hit, by the source's call.

How did CC(C)OC(=O)C1C(=O)CC(C)(O)C(C(=O)OC(C)C)C1c1cccnc1 (stereo not given) do in these assays?
Granule exo inh: -2; COUP-TFII inh: 8; NCOA1 inh: -50; NCOA2 inhibitor: -2; ABHD5-PLIN5 inh: -1; TWEAK-Fn14 inh: -8; SRC3 inh: 3; TROY NFkB inh: 5; TLR9-MyD88 inh: 6; NR5A2 inv ag: -15; NOD2-RIPK2 inh: -7

Results for CC(=O)N(CCc1ccccc1C)Cc1cc2cc3c(cc2[nH]c1=O)OCO3 ?
Granule exo inh: 0; COUP-TFII inh: -4; NCOA1 inh: 16; NCOA2 inhibitor: -7; ABHD5-PLIN5 inh: 5; TWEAK-Fn14 inh: 100*; SRC3 inh: 12; TLR9-MyD88 inh: -2; NR5A2 inv ag: 2; NOD2-RIPK2 inh: 5

How did Cc1cc(=O)oc2ccc(OC(=O)CC(C)C)cc12 do in these assays?
Granule exo inh: -1; COUP-TFII inh: -23; NCOA1 inh: -11; NCOA2 inhibitor: -8; ABHD5-PLIN5 inh: -4; TWEAK-Fn14 inh: -4; SRC3 inh: 12; TROY NFkB inh: -6; TLR9-MyD88 inh: -1; NR5A2 inv ag: 0; NOD2-RIPK2 inh: 3

Results for O=S(=O)(Cc1ccc(Cl)cc1)NCc1ccc2c(c1)OCO2 ?
Granule exo inh: -2; COUP-TFII inh: 11; NCOA1 inh: -5; NCOA2 inhibitor: -5; ABHD5-PLIN5 inh: -3; TWEAK-Fn14 inh: -14; SRC3 inh: -15; TROY NFkB inh: -16; TLR9-MyD88 inh: -2; NR5A2 inv ag: -19; NOD2-RIPK2 inh: -9

How did Cc1cc(C)c(S(=O)(=O)N2CCCCCC2)cc1Br do in these assays?
Granule exo inh: 3; COUP-TFII inh: -16; NCOA1 inh: -8; NCOA2 inhibitor: 7; ABHD5-PLIN5 inh: -3; TWEAK-Fn14 inh: -8; SRC3 inh: 2; TROY NFkB inh: -19; TLR9-MyD88 inh: 1; NR5A2 inv ag: -13; NOD2-RIPK2 inh: 5

What do the screens show for `O=C(CCl)Nc1cccc(Oc2ccccc2)c1`?
Granule exo inh: 0; COUP-TFII inh: 3; NCOA1 inh: 7; NCOA2 inhibitor: 1; ABHD5-PLIN5 inh: 2; TWEAK-Fn14 inh: -7; SRC3 inh: 6; TROY NFkB inh: 3; TLR9-MyD88 inh: 0; NR5A2 inv ag: 36; NOD2-RIPK2 inh: -5

Results for CCOCC(=O)Nc1cc([N+](=O)[O-])ccc1OC ?
Granule exo inh: 1; COUP-TFII inh: -2; NCOA1 inh: 10; NCOA2 inhibitor: -10; ABHD5-PLIN5 inh: 3; TWEAK-Fn14 inh: 16; SRC3 inh: 18; TROY NFkB inh: 13; TLR9-MyD88 inh: 1; NR5A2 inv ag: 10; NOD2-RIPK2 inh: -2

How did CCN1CCN(c2cc(C)c3cc(NC(=O)c4ccc5c(c4)OCO5)ccc3n2)CC1 do in these assays?
Granule exo inh: 27; COUP-TFII inh: -26; NCOA1 inh: -27; NCOA2 inhibitor: -25; ABHD5-PLIN5 inh: 4; TWEAK-Fn14 inh: -63; SRC3 inh: -30; TROY NFkB inh: -43; TLR9-MyD88 inh: -4; NR5A2 inv ag: -12; NOD2-RIPK2 inh: -1

What do the screens show for `Cc1ccc(S(=O)(=O)N(C)C[C@@H]2OCCCC[C@@H](C)Oc3ccc(NS(=O)(=O)c4c(C)noc4C)cc3C(=O)N([C@H](C)CO)C[C@@H]2C)cc1`?
Granule exo inh: 6; COUP-TFII inh: 8; NCOA1 inh: -20; NCOA2 inhibitor: 3; ABHD5-PLIN5 inh: -4; TWEAK-Fn14 inh: -9; SRC3 inh: -10; TROY NFkB inh: 3; TLR9-MyD88 inh: 2; NR5A2 inv ag: -12; NOD2-RIPK2 inh: -7

What do the screens show for `CC1C(=O)N(Cc2cn(Cc3ccco3)nn2)CCS(=O)(=O)N1Cc1ccc(-c2cccnc2)cc1` (stereo not given)?
Granule exo inh: 2; COUP-TFII inh: 8; NCOA1 inh: -21; NCOA2 inhibitor: -1; ABHD5-PLIN5 inh: 14; TWEAK-Fn14 inh: 1; SRC3 inh: 8; TROY NFkB inh: 2; NR5A2 inv ag: -20; NOD2-RIPK2 inh: 8

What do the screens show for `O=C(c1ccccc1O)N1N=C(C(F)(F)F)CC1(O)c1ccc([N+](=O)[O-])cc1` (stereo not given)?
Granule exo inh: -2; COUP-TFII inh: 13; NCOA1 inh: 7; NCOA2 inhibitor: -27; ABHD5-PLIN5 inh: -4; TWEAK-Fn14 inh: -1; SRC3 inh: -35; TROY NFkB inh: 7; TLR9-MyD88 inh: -3; NR5A2 inv ag: 23; NOD2-RIPK2 inh: 11

Results for COc1ccc(NC2=C(C(C)=O)C(c3ccccc3)C(C(C)=O)C(C)(O)C2)cc1 (stereo not given) ?
Granule exo inh: 4; COUP-TFII inh: 3; NCOA1 inh: -4; NCOA2 inhibitor: -12; ABHD5-PLIN5 inh: 3; TWEAK-Fn14 inh: -4; SRC3 inh: 9; TROY NFkB inh: 2; TLR9-MyD88 inh: -4; NR5A2 inv ag: -9; NOD2-RIPK2 inh: 1

Results for O=C(CSc1nc2c(cnn2-c2ccc(F)cc2)c(=O)[nH]1)N1CCOCC1 ?
Granule exo inh: -1; COUP-TFII inh: 1; NCOA1 inh: 6; NCOA2 inhibitor: 13; ABHD5-PLIN5 inh: 0; TWEAK-Fn14 inh: 3; SRC3 inh: 9; TROY NFkB inh: 8; TLR9-MyD88 inh: 1; NR5A2 inv ag: 8; NOD2-RIPK2 inh: -5

Results for O=C(Nc1cc(Cl)ccc1N1CCOCC1)c1cccnc1 ?
Granule exo inh: -4; COUP-TFII inh: -9; NCOA1 inh: 12; NCOA2 inhibitor: -21; ABHD5-PLIN5 inh: -3; TWEAK-Fn14 inh: 2; SRC3 inh: 6; TROY NFkB inh: 0; TLR9-MyD88 inh: -1; NR5A2 inv ag: 16; NOD2-RIPK2 inh: 3

How did COc1ccc(OC)c2c1sc(=NC(=O)C1COc3ccccc3O1)n2C (stereo not given) do in these assays?
Granule exo inh: 0; COUP-TFII inh: -19; NCOA1 inh: 3; NCOA2 inhibitor: 1; ABHD5-PLIN5 inh: -6; TWEAK-Fn14 inh: -67; SRC3 inh: -6; TROY NFkB inh: -60; TLR9-MyD88 inh: -10; NR5A2 inv ag: -3; NOD2-RIPK2 inh: 7

Results for CC(=O)c1sc(NC(C)c2ccccc2)nc1C (stereo not given) ?
Granule exo inh: -8; COUP-TFII inh: -2; NCOA1 inh: 15; NCOA2 inhibitor: -11; ABHD5-PLIN5 inh: 1; TWEAK-Fn14 inh: 23; SRC3 inh: -5; TROY NFkB inh: -4; TLR9-MyD88 inh: -2; NR5A2 inv ag: 7; NOD2-RIPK2 inh: 3

Results for O=C(CSc1nc2ccsc2c(=O)n1Cc1ccccc1)NCc1ccco1 ?
Granule exo inh: 1; COUP-TFII inh: -11; NCOA1 inh: -6; NCOA2 inhibitor: -14; ABHD5-PLIN5 inh: 2; TWEAK-Fn14 inh: -5; SRC3 inh: 1; TROY NFkB inh: -7; TLR9-MyD88 inh: -3; NR5A2 inv ag: -14; NOD2-RIPK2 inh: -4

How did O=S(=O)(c1cc(Cl)ccc1Cl)N1CCN2CCCC2C1 (stereo not given) do in these assays?
Granule exo inh: -2; COUP-TFII inh: 0; NCOA1 inh: -10; NCOA2 inhibitor: 4; ABHD5-PLIN5 inh: 2; TWEAK-Fn14 inh: 2; SRC3 inh: 10; TROY NFkB inh: -11; TLR9-MyD88 inh: -4; NR5A2 inv ag: -9; NOD2-RIPK2 inh: 4

Results for Cc1cccc(NC(=O)CN2C(=O)S/C(=C\C(=O)Nc3ccc(Cl)cc3)C2=O)c1 ?
Granule exo inh: -1; COUP-TFII inh: 0; NCOA1 inh: 14; NCOA2 inhibitor: -16; ABHD5-PLIN5 inh: 20; TWEAK-Fn14 inh: -18; SRC3 inh: 24; TROY NFkB inh: -10; TLR9-MyD88 inh: -7; NR5A2 inv ag: 17; NOD2-RIPK2 inh: 2

What do the screens show for `Fc1ccc(-c2nnc(NC3=NCCCCC3)o2)cc1`?
Granule exo inh: -1; COUP-TFII inh: 27; NCOA1 inh: -41; NCOA2 inhibitor: 35; ABHD5-PLIN5 inh: -7; TWEAK-Fn14 inh: 99*; SRC3 inh: -1; TROY NFkB inh: 77*; TLR9-MyD88 inh: 7; NR5A2 inv ag: -61; NOD2-RIPK2 inh: 5

How did Cc1cc2c(cc1S(=O)(=O)N1CCCCC1)OCC(=O)N2 do in these assays?
Granule exo inh: 0; COUP-TFII inh: -1; NCOA1 inh: -3; NCOA2 inhibitor: -12; ABHD5-PLIN5 inh: 2; TWEAK-Fn14 inh: 13; SRC3 inh: 15; TROY NFkB inh: -8; TLR9-MyD88 inh: 4; NR5A2 inv ag: -14; NOD2-RIPK2 inh: -10

What do the screens show for `Cc1cccc(N2CCN(C(=O)NC(C)c3ccc(F)c(F)c3)CC2)c1C` (stereo not given)?
Granule exo inh: -5; COUP-TFII inh: 11; NCOA1 inh: 13; NCOA2 inhibitor: 12; ABHD5-PLIN5 inh: -5; TWEAK-Fn14 inh: 16; SRC3 inh: 5; TROY NFkB inh: 0; TLR9-MyD88 inh: -3; NR5A2 inv ag: 1; NOD2-RIPK2 inh: -16

Results for CCN(C(=O)CSc1nnc(-c2ccc(OC)cc2)n1N)c1c(N)n(Cc2ccccc2)c(=O)[nH]c1=O ?
Granule exo inh: -1; COUP-TFII inh: 21; NCOA1 inh: -5; NCOA2 inhibitor: -2; ABHD5-PLIN5 inh: -4; TWEAK-Fn14 inh: 4; SRC3 inh: 15; TROY NFkB inh: -19; TLR9-MyD88 inh: -12; NR5A2 inv ag: -4; NOD2-RIPK2 inh: 0

Results for CCOC(=O)c1cc2ccccc2n1C1CCN(CCc2ccccc2)CC1 ?
Granule exo inh: -7; COUP-TFII inh: -10; NCOA2 inhibitor: -19; ABHD5-PLIN5 inh: -6; TWEAK-Fn14 inh: 9; TROY NFkB inh: -2; NR5A2 inv ag: -8; NOD2-RIPK2 inh: -7

Sorted by SMILES length (high to low): some entries from above
Results for CCN(C(=O)CSc1nnc(-c2ccc(OC)cc2)n1N)c1c(N)n(Cc2ccccc2)c(=O)[nH]c1=O ?
Granule exo inh: -1; COUP-TFII inh: 21; NCOA1 inh: -5; NCOA2 inhibitor: -2; ABHD5-PLIN5 inh: -4; TWEAK-Fn14 inh: 4; SRC3 inh: 15; TROY NFkB inh: -19; TLR9-MyD88 inh: -12; NR5A2 inv ag: -4; NOD2-RIPK2 inh: 0

What do the screens show for `Cc1cccc(N2CCN(C(=O)NC(C)c3ccc(F)c(F)c3)CC2)c1C` (stereo not given)?
Granule exo inh: -5; COUP-TFII inh: 11; NCOA1 inh: 13; NCOA2 inhibitor: 12; ABHD5-PLIN5 inh: -5; TWEAK-Fn14 inh: 16; SRC3 inh: 5; TROY NFkB inh: 0; TLR9-MyD88 inh: -3; NR5A2 inv ag: 1; NOD2-RIPK2 inh: -16

Results for CCOC(=O)c1cc2ccccc2n1C1CCN(CCc2ccccc2)CC1 ?
Granule exo inh: -7; COUP-TFII inh: -10; NCOA2 inhibitor: -19; ABHD5-PLIN5 inh: -6; TWEAK-Fn14 inh: 9; TROY NFkB inh: -2; NR5A2 inv ag: -8; NOD2-RIPK2 inh: -7

The list is partial, so the mix of outcomes need not match the whole.
